Compound activity (PubChem BioAssay)
GLP1R inv ag: GLP-1 receptor (human) inverse agonism. HEK293 GLP-1R CRE-luciferase, luminescence, 24 h; GLP-1R form is constitutively active. hit rate 1.6% among 410,000. Potency, µM (doses to about 38.3 µM), for the others: top-dose activity change, negative = inhibition, hits mostly inhibitors. P43220; further: potency means the concentration at half of the fitted maximal effect; on the % scale 0 is the no-effect control and ±100 the full control effect; nearly all actives have a fitted effect of over 55% in size
Target sequence (P43220 whole entry, looked up): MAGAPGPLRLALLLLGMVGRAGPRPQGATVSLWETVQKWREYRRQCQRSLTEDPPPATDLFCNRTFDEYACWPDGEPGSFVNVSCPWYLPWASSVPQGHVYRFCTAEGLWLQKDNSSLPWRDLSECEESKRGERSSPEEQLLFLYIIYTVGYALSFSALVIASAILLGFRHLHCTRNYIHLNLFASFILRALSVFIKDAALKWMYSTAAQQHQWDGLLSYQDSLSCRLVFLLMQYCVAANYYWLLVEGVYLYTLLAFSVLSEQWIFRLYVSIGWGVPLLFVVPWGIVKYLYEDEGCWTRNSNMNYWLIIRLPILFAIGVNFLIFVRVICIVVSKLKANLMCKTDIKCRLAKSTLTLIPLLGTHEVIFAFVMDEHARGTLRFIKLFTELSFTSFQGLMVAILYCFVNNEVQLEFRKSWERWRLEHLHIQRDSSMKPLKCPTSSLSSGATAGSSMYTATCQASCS
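Inverse agonists were sought by their lowering of basal cAMP reporter luciferase output in HEK293 cells stably carrying constitutively active human GLP-1R, after 24 h compound treatment.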
Mm-Cpn inhibitor: M. maripaludis TRiC chaperonin inhibition. AID 504842. purified Mm-Cpn ATPase, ADP Transcreener TR-FRET. Potency, µM (titrated, usually from 76.9 µM), inactives show top-dose activity, negative = inhibition, usual class: inhibitors. hit rate 0.031% among 330,000; further: potency means the concentration at half of the fitted maximal effect; on the % scale 0 is the no-effect control and ±100 the full control effect; nearly all actives have a fitted effect of over 80% in size
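Measured: ADP formation by purified Mm-CPN. Conditions: 25 nM protein, 10 uM ATP, Tris pH 7.4 with Mg2+, K+ and DTT, 37°C for 30 min. Detection: Transcreener HTRF after 30 min at room temperature.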
aSyn rescue: rescues yeast growth from alpha-synuclein toxicity; Yeast expressing alpha-synuclein, growth rescue, BacTiter-Glo, 24 h; hit rate 0.14% among 370,000; Potency, µM (doses to about 46.1 µM), for inactives: at the highest dose growth rescue (activation), actives largely listed as activators; further: potency means the concentration at half of the fitted maximal effect; % of control where 0% means no effect; nearly all actives have a fitted effect of over 65% in size
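Galactose-induced alpha-syn yeast (OD600=0.02, raffinose-pregrown) + pinned cpd, 24 hr, 30 deg C; growth by BacTiter-Glo luminescence. Growth restoration scores as activation.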
TDP-43 yeast inh: TDP-43 toxicity inhibition in yeast. AID 652104. TDP-43 expressing yeast growth rescue, BacTiter-Glo, 24 h. hit rate 1.8% among 410,000. Potency, µM (highest dose often 46.1 µM), for the others: at the highest dose growth rescue (activation), hits mostly activators; further: potency means the concentration at half of the fitted maximal effect; % of control where 0% means no effect; nearly all actives have a fitted effect of over 50% in size
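Luminescence from BacTiter-Glo reports growth of TDP-43-expressing yeast after 24 hr at 30 deg C with compound. Cells were raffinose-pregrown to mid-log, then seeded in galactose medium at OD600=0.02.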
FUS yeast rescue: suppressors of FUS proteinopathy in yeast | S. cerevisiae FUS-expressing, growth rescue, OD600, 24 h | Potency, µM (highest dose often 76.6 µM), without a hit: top-dose growth rescue (activation), hits mostly activators | AID 1347120 | hit rate 0.24% among 390,000;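 further: potency means the concentration at half of the fitted maximal effect; plate controls were DMSO vehicle for no effect and reference control for full effect; nearly all actives have a fitted effect of over 55% in size; some results filed as inactive show a strong effect at the top dose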
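S. cerevisiae expressing FUS from galactose induction served as the toxicity model. Growth after 24hr at 30C, read as absorbance at 600 nm, indicates suppression of toxicity; compounds dosed at several concentrations.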
Abeta yeast res: A-beta toxicity reversal in yeast; yeast expressing A-beta42, growth rescue, OD600, 48 h; response scale: 0% DMSO, 100% iron-clioquinol control; Potency, µM (titrated, usually from 46.1 µM), for inactives: at the highest dose growth rescue, actives largely listed as activators; hit rate 0.063% among 410,000; AID 1347071; further: potency means the concentration at half of the fitted maximal effect; nearly all actives have a fitted effect of over 55% in size
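Yeast growth medium received pinned compounds, then yeast cells expressing toxic A-beta were added; plates incubated at 30 C for 48 hr. Growth read as absorbance at 600 nm, normalized to DMSO and equimolar FeCl3 plus clioquinol controls.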
pAkt inh: blocks phosphorylation of Akt; hit rate 0.32% among 360,000; activity change, % for hits at 50 µM; Neuro2A IGF-stimulated pAkt S473 HTRF, 20 min; active compounds read low; AID 651550; in the data active means activity change below about -80%; inconclusive means mostly about -51% to -80%; further: on the % scale 0 is the no-effect control and ±100 the full control effect
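Single-point screen (50 µM final compound) in Neuro2A cells stimulated 20 min with 6 nM IGF at 37 deg C. After lysis, Ser473-phosphorylated Akt read by HTRF (ex 330 nm, em 615/665 nm) as the 665/615 ratio.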
PTHR1 agonist: activates the human parathyroid hormone receptor PTHR1; HEK293 GP2 PTHR1 cells, GloSensor cAMP luminescence, 1 h; Potency, µM (titrated, usually from 115 µM), for the others: top-dose activation, usual class: activators; hit rate 0.075% among 410,000; AID 743266; further: potency means the concentration at half of the fitted maximal effect; nearly all actives have a fitted effect of over 55% in size; some results filed as inactive show a strong effect at the top dose; inactives centre near -15; many of its hits are not listed in these tables
Target sequence (Q03431 whole entry, looked up): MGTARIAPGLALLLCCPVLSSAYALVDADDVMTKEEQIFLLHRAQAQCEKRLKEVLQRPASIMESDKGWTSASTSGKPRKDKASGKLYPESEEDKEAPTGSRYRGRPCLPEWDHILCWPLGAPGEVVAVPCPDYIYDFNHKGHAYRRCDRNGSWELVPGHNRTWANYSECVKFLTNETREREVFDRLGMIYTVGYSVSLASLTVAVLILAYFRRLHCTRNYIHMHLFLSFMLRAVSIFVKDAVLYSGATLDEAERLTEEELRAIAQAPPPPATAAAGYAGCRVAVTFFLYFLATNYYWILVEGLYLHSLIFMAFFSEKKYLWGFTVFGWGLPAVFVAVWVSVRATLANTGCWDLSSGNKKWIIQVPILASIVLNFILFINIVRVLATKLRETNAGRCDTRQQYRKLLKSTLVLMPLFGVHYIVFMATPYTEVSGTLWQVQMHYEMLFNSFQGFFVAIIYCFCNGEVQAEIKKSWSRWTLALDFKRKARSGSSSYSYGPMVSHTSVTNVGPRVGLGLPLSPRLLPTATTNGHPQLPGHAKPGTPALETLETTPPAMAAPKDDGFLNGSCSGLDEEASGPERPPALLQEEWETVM
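HEK-293-derived GP2 cells expressing PTHR1 and a GloSensor cAMP reporter, 3,000/well, plated overnight, given luciferin plus IBMX (each 0.5 mM as added) for 1 h at 37 °C, then compound for 1 h at 37 °C. Luminescence was read after 15 min at room temperature.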
HEK293 tox: cytotoxic in the GLP-1 receptor inverse agonist counter-screen; HEK293 cAMP-luciferase reporter cells, luminescence, 24 h; Potency, µM (series often up to 38.3 µM), without a hit: top-dose activity change, negative = inhibition, usual class: inhibitors; hit rate 0.13% among 410,000;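 further: loss of luciferase light is scored as toxicity; potency means the concentration at half of the fitted maximal effect; on the % scale 0 is the no-effect control and ±100 the full control effect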
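Step one: seed cells (200 cells/uL, DMEM with 10% Nu serum, 1% pen-strep). Step two: 12-hour incubation at 37 deg C. Step three: pin 23 nL compound, incubate 24 hr. Step four: add luciferase reagent, read luminescence 12 min later.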
* = called active by the depositor; i = inactive; ? = inconclusive; . = not tested or not shown; [ ] = remark or other dose. Unless noted, the call rests on the fitted dose curve; in most records, active means well fitted curve in the direction sought with a large enough effect; inconclusive means small, poorly fitted or top-dose-only effect, or another doubt; inactive means no such curve, though single readings can be large; an effect the other way counts as inactive or inconclusive. An excerpt. The share of hits here may be higher or lower than overall.

Start of the listing, in advance, two compounds:
Every second line gives: GLP1R inv ag | Mm-Cpn inhibitor | aSyn rescue | TDP-43 yeast inh | FUS yeast rescue | Abeta yeast res | pAkt inh | PTHR1 agonist | HEK293 tox
O=C(NC1CCCCC1)c1ccc(CS(=O)Cc2ccccc2Cl)o1 (configuration not stated)
 : ? | -4% | 12% | 16% | 14% | 3% | i | i | -16%
O=[N+]([O-])c1cccc(S(=O)(=O)Nc2ccc(-c3ccc(N4CCOCC4)nn3)cc2)c1
 : 1% | -4% | -2% | -14% | 30% | -7% | i | -16% | -4%

The list itself (from the top)
Every second line gives: GLP1R inv ag | Mm-Cpn inhibitor | aSyn rescue | TDP-43 yeast inh | FUS yeast rescue | Abeta yeast res | pAkt inh | PTHR1 agonist | HEK293 tox
O=C(NC1CCCCC1)c1ccc(CS(=O)Cc2ccccc2Cl)o1 (configuration not stated)
 : ? | -4% | 12% | 16% | 14% | 3% | i | i | -16%
O=[N+]([O-])c1cccc(S(=O)(=O)Nc2ccc(-c3ccc(N4CCOCC4)nn3)cc2)c1
 : 1% | -4% | -2% | -14% | 30% | -7% | i | -16% | -4%
COc1cc(C(=O)NCC(=O)OCc2cc(=O)oc3c(C)c(C)ccc23)cc(OC)c1OC
 : 1% | 0% | -6% | -16% | 0% | -21% | i | i | -3%
COc1ccc(S(=O)(=O)NC(N)=NCCc2ccccc2OC)cc1
 : 9% | 0% | 5% | -9% | 2% | -9% | i | i | 0%
Cc1nc(COc2ccc(C(=O)NCc3ccccc3CN3CCCCC3)cc2)cs1
 : ? | 0% | -3% | -2% | 10% | -11% | i | -6% | -27%
Cc1ccc(C(=O)NC2CCCC2)s1
 : 8% | -1% | -1% | 9% | -9% | 5% | i | i | 4%
CCCCn1c2ccc(C)cc2c2nnc(SCCN3CCCCC3)nc21
 : ? | 1% | 5% | -8% | -6% | -8% | i | i | ?
COc1ccccc1-c1nnc(SCc2nc3ccccc3s2)n1C
 : 11% | 1% | 0% | 0% | ? | -1% | i | -92%[inhibitor] | 17%
CN(CC(=O)Nc1ccc(N2CCOCC2)cc1)C(=O)C1CCCC1
 : 1% | 1% | -10% | -21% | 10% | -7% | i | i | 1%
CCOC(=O)c1cnc(-n2nc(C)cc2C)nc1N1CCOCC1
 : -38% | -4% | 3% | 17% | 14% | 7% | i | i | -14%
C=CCSc1nc(=O)n2ccccc2n1
 : -3% | -1% | -5% | 5% | -12% | -10% | i | 8% | 8%
C=CCOC(=O)C1=C[C@H](c2ccccc2)[C@@H](CCCO)[C@H](OCC)O1
 : 0% | . | 12% | 18% | 15% | 9% | i | i | -2%
C[C@H]1COC[C@@H](C/C=C/c2ccccc2)N1c1ccccc1
 : ? | . | 12% | 0% | 4% | 9% | i | -54%[inhibitor] | -9%
COc1ccccc1-n1c(SCC(=O)NC2CCCCC2)nc2c(c1=O)SCC2
 : 0% | -1% | 0% | 18% | 20% | 6% | i | -8% | -34%
COc1cc(/C=C2\CCOC2=O)cc(OC)c1OC
 : 30% | -5% | 6% | 1% | 3% | -2% | i | -11% | 0%
Cc1sc2ncn(CC(=O)N(C)C3CCCCC3)c(=O)c2c1C
 : -5% | -7% | 0% | -48%[inhibitor] | 6% | 7% | i | i | -2%
O=C(NCc1ccc2c(c1)OCO2)c1ccc(N2CCCCCC2)c([N+](=O)[O-])c1
 : ? | 2% | 12% | 0% | . | ? | i | -6% | ?
Cc1cc[n+](CC(=O)N2CCCc3ccccc32)cc1
 : 7% | 1% | -1% | -1% | -14% | -5% | i | i | 10%
Cc1nnc(SCC(=O)NCc2ccc(N(C)C)cc2)c2nn(-c3ccccc3)c(C)c12
 : 8% | . | . | 3% | -10% | -27% | . | -33%[inhibitor] | 3%
CC(C)c1ccc(OC(=O)c2cc(-c3ccc(Cl)cc3)on2)cc1
 : -13% | . | . | -17% | 0% | -30% | . | -52%[inhibitor] | -6%
COc1ccc(OCC(=O)N2CCN(C(=O)c3ccco3)CC2)cc1
 : 0% | 1% | -1% | -3% | 22% | 6% | i | i | 3%
Cc1cccc(OCc2nnc(SCC(=O)N3c4ccccc4CCc4ccccc43)o2)c1
 : ? | 0% | 5% | -15% | 19% | 0% | i | -5% | 6%
CCOC(=O)c1sc(NC(=O)CNCc2ccccn2)c(C(=O)OCC)c1C
 : ? | 2% | -2% | -19% | 48% | ? | i | i | ?
COc1ccccc1Nc1nc(NCc2ccco2)c2ccccc2n1
 : ? | 2% | 0% | -5% | 27% | -18% | i | -10% | ?
CCOc1ccc(S(=O)(=O)N2CC(=O)Nc3ccccc32)cc1C#N
 : 19% | -1% | 3% | -8% | 13% | 16% | i | i | 4%
CC(C)CNC(=O)C1Nc2ccc(C(F)(F)F)cc2C2C=CCC12 (configuration not stated)
 : 5% | . | -1% | 24% | 2% | 8% | i | -9% | 5%
Cc1ccc(S(=O)(=O)N2CCN(C(=O)Cn3nc(C(=O)O)c4ccccc4c3=O)CC2)cc1
 : 16% | -3% | -2% | 6% | -29% | -1% | i | i | 5%
Cc1ccc(O)c(-c2n[nH]c3c2C(c2ccccc2F)N(Cc2ccco2)C3=O)c1 (configuration not stated)
 : -22% | . | . | 16% | 40% | 12% | . | -73%[inhibitor] | -13%
CCO[C@@H]1OC(C(=O)N2CCN(Cc3ccc4c(c3)OCO4)CC2)=C[C@H](c2ccc(C(F)(F)F)cc2)[C@H]1CCCO
 : ? | . | -3% | 1% | 13% | -11% | i | -81%[inhibitor] | ?
Cc1ccc(NC(=O)CCNS(=O)(=O)c2ccc3c(c2)c(=O)n(C)c(=O)n3C)cc1C
 : 1% | -2% | -6% | -12% | 29% | -5% | i | 23% | 3%
O=C(c1ccc(COc2ccc(Cl)cc2)cc1)N1CCCCC1
 : ? | -1% | -10% | -7%[0.397 µM] | 34% | -19% | i | i | -11%
CCCCC(CC)C(=O)Nc1cc([N+](=O)[O-])ccc1F (configuration not stated)
 : ? | -7% | 1% | 10% | -12% | 15% | i | -12% | -12%
C[C@@]12CCC3[C@@](CCC4[C@@]3(C)CCC[C@@]4(C)C(=O)Nc3ccc(Cl)cc3)(CC1=O)C2 (some centres not stated)
 : -5% | 1% | 17% | ? | 34% | -6% | i | -19% | -4%
CC1CCCN(C(=O)N2c3ccccc3Sc3ccccc32)C1 (configuration not stated)
 : 0% | -1% | 5% | -13% | 18% | 2% | i | -2%[57.5 µM] | 6%
COc1ccccc1CSc1ncc(-c2ccc([N+](=O)[O-])cc2)[nH]1
 : ? | -1% | -5% | ? | . | -1% | i | -37%[inhibitor] | 11%
CCCCN1CC(N2CCN(C(=O)c3ccco3)CC2)CS1(=O)=O (configuration not stated)
 : -6% | . | -4% | 9% | -25% | -25% | i | -4% | -12%
Nc1nc(CN2CCCCC2)cs1
 : 2% | 4% | 1% | 8% | -19% | 1% | i | i | -2%
CN(Cc1ccon1)C(=O)CC1C(=O)NCCN1Cc1ccc(F)c(F)c1 (configuration not stated)
 : 34%[activator] | -3% | 0% | -5% | 14% | 4% | i | 13% | -1%
CN(C)c1ccc(/C=N\NC(=S)SCN2C(=O)C3CCC(C)(C2=O)C3(C)C)cc1 (configuration not stated)
 : ? | -2% | 1% | 13µM* | 9% | ? | i | i | -11%
Oc1[nH]c2ccccc2c1N=Nc1nc(Nc2ccccc2)nc(N2CCOCC2)n1
 : -2% | 1% | -5% | ? | -17% | 0% | i | i | 1%
CNC(=O)NC(=O)CSc1nnc(-c2ccco2)n1Cc1ccccc1
 : 5% | 1% | 2% | -1% | 16% | -9% | i | -16%[57.5 µM] | -12%
O=C(Cc1ccccc1)n1nc(-c2ccccc2)nc1NCc1ccco1
 : 1% | 0% | 10% | 1% | 13% | 6% | i | -1% | -3%
CC(C)Oc1ccc2ccccc2c1CNC[C@H]1O[C@@H](n2ccc(N)nc2=O)[C@H](O)[C@@H]1O
 : 8% | . | -7% | 5% | -20% | -1% | i | i | -4%
O=C(NNS(=O)(=O)c1ccccc1)c1ccc(S(=O)(=O)N2CCCCC2)cc1
 : 2% | 1% | 6% | 4% | . | 9% | i | -60%[inhibitor] | 16%
O=c1[nH]c(=S)[nH]c2c1C(c1ccc(Br)cc1)c1c([nH]c(=S)[nH]c1=O)O2
 : -5% | 5% | 15% | -11% | 60% | -26% | i | i | 21%
CCOc1ccc(NC(=O)Cn2cc(S(=O)(=O)c3ccc(C)cc3)c(=O)c3cc(F)ccc32)cc1
 : 2% | . | . | 14% | -18% | -6% | . | -16% | -3%
O=c1cc(CSc2ncn[nH]2)[nH]c2c(Cl)cccc12
 : 15% | . | . | 21% | -13% | -4% | . | i | -5%
Cc1ccc(NC(=O)NCCCN2CCCC2=O)cc1C
 : 10% | -1% | 0% | 7% | 26% | 14% | i | i | -3%
COC(=O)CCSC(=S)N1CCOCC1
 : -16% | 0% | 1% | 17% | -6% | -3% | i | -11% | -26%
O=C(O)C[C@H]1c2cc(C(F)(F)F)ccc2S(=O)(=O)N1C1CCN(Cc2ccccc2)CC1
 : 16% | . | 0% | 8% | -2% | 7% | i | i | 4%
CC1(C(=O)Nc2ccc(Cl)c(Cl)c2)CCN1C(=O)Cc1cccc2ccccc12 (configuration not stated)
 : ? | . | 18% | 8% | ? | 19% | i | -16% | ?
CCOC(=O)c1c(-c2ccccc2)csc1NC(=O)CSc1ccccc1
 : ? | -1% | 5% | 5% | . | 1% | i | i | 10%
CCOC(=O)C1=C(C)Nc2ccccc2N=C1NC(=O)c1cccc(S(=O)(=O)NCc2ccccc2)c1
 : -18% | 1% | . | 8% | 4% | 13% | . | -26% | ?
